Screening data: PubChem BioAssay, The Scripps Research Institute Molecular Screening Center
PAD4 inhibition = human PAD4 inhibitors, primary screen, biochemical, fluorescence polarization (AID 463073). 2,000 tested, 0.5% active. recombinant PAD4, RFA probe fluorescence polarization; stronger effect = higher value. inhibition, % at 5 µM;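 active means inhibition above 30%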;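 further: 0% = PAD4 with DMSO and 100% = wells lacking PAD4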
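Material: recombinant human PAD4 enzyme / Input: PAD4 at 2 µM in dispensed buffer, before additions / Medium: HEPES buffer pH 7.6 with 10 mM CaCl2 and TCEP / Incubation: 30-min PAD4–compound preincubation (25 °C), then 5-h probe labeling (37 °C) / Detection: fluorescence polarization, 598 nm emission after 525 nm excitation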
* marks the source's active call; other numbers are inactive results. These rows are one share of the data; the hit share may differ from the screen's.

SMILES | PAD4 inhibition
N#CCC(N)=C(C#N)C#N | 0.7
OC(CCN1CCCCC1)(c1ccccc1)C1CCCCC1 (configuration not stated) | 3.1
CC(=O)SC1CC2=CC(=O)CCC2(C)C2CCC3(C)C(CCC34CCC(=O)O4)C12 (configuration not stated) | 5.9
O=C(O)c1ccccc1Nc1cccc(C(F)(F)F)c1 | 2.9
CC(=O)Oc1cc2oc(=O)cc(C)c2cc1OC(C)=O | 5.7
Cc1cccc(C(=O)c2cccc(C)c2)c1 | 5.2
O=C(NC1CCCCC1)c1cc2nc(-c3ccco3)cc(C(F)(F)F)n2n1 | 6.6
CC(C)[C@H]1CN(C)CCN1Cc1cn(C)nc1-c1cccc(Cl)c1 | 1.9
O=C(O)c1ccccc1OCCOc1ccccc1 | 9.1
CCN(CC)CC#CCOC(=O)C(O)(c1ccccc1)C1CCCCC1 (configuration not stated) | 2.1
Cc1cc(OC(=O)CNC(=O)OC(C)(C)C)c2c(C)cc(=O)oc2c1 | 22
CCOC(=O)c1cccc(P(C)(C)=O)c1 | -2.0
CC(=O)c1c(N)nc2n(c1=O)CCCCC2 | 2.2
O=C(Cc1c[nH]c2ccccc12)OCCOC(=O)Cc1c[nH]c2ccccc12 | 5.2
Cc1cc(C)c(NC(=O)NC(=O)C(Cl)(Cl)Cl)c(C)c1 | -2.3
C=CCn1c(SCC(=O)NC2CCCCC2)nc2ccccc2c1=O | 3.2
Cc1ccc(C(=O)O)cc1NC(=O)c1cccs1 | 1.5
C[C@]12CCC(=O)C(O)=C1CC[C@@H]1[C@@H]2CC[C@]2(C)C(=O)CC[C@@H]12 | 1.2
CCN(CC)CCN1C(=O)C(=O)/C(=C(/O)c2c(C)[nH]c(C(=O)OC)c2C)C1c1cccnc1 (configuration not stated) | 9.6
CC[N+]1(C)CC2CCC(C)(C1)C2(C)C (configuration not stated) | 2.3

Among those listed so far, these contain four or more nitrogen atoms:
SMILES | PAD4 inhibition
N#CCC(N)=C(C#N)C#N | 0.7
O=C(NC1CCCCC1)c1cc2nc(-c3ccco3)cc(C(F)(F)F)n2n1 | 6.6
CC(C)[C@H]1CN(C)CCN1Cc1cn(C)nc1-c1cccc(Cl)c1 | 1.9
CCN(CC)CCN1C(=O)C(=O)/C(=C(/O)c2c(C)[nH]c(C(=O)OC)c2C)C1c1cccnc1 (configuration not stated) | 9.6

Further structures
SMILES | PAD4 inhibition
Cc1cccc(C)c1NS(=O)(=O)c1ccc(NC(=O)c2ccc(Cl)c([N+](=O)[O-])c2)cc1 | 6.0
CC(C)c1ccc2[nH]c3c(c2c1)CCCC3=O | 0.6
Cc1cnc(N)c2c(=O)oc3ccccc3c12 | 3.7
O=c1c(-c2ccc3c(c2)OCCO3)coc2cc(OC3OC(CO)C(O)C(O)C3O)ccc12 (configuration not stated) | 1.8
O=c1cc(Cn2ccnc2)c2cc3c(cc2o1)CCC3 | -5.6
CCCCC(=O)O[C@H]1CC[C@H]2[C@@H]3CCc4cc(O)ccc4[C@H]3CC[C@]12C | 10
COc1ccc2oc(=O)c(-c3nc(C)cs3)cc2c1 | 3.5
CC(C)(C)OC(=O)N1CC(O)CC1C(=O)OCC(=O)c1ccc(Cl)cc1 (configuration not stated) | 0.8
CC(C)CC(=O)OC1C(N2CCOCC2)c2c(ccc(/C=C/C(=O)N3CCOCC3)c2O)OC1(C)C (configuration not stated) | -1.3
Cc1ccccc1C(OCCN(C)C)c1ccccc1 (configuration not stated) | 2.0
CC(=O)[C@H]1CC[C@H]2[C@@H]3CCC4=CC(=O)CC[C@]4(C)[C@H]3CC[C@]12C | 2.7
COc1ccc2c(c1)CC1(CN2C)C(=O)NC(=O)N(CCc2ccccc2)C1=O (configuration not stated) | 3.7
CC(=O)N1CCN(c2ccc(OC[C@H]3CO[C@](Cn4ccnc4)(c4ccc(Cl)cc4Cl)O3)cc2)CC1 | 6.5
COc1ccc(-c2onc(C)c2-c2ccc(C(=O)OC(C)C)o2)c(O)c1 | -0.8
CN(C)C(=O)C(CCN1CCC(O)(c2ccc(Cl)cc2)CC1)(c1ccccc1)c1ccccc1 | 5.1
O=C1C(=O)c2ccccc2C(O)=C1c1ccccc1F | 3.1
Cc1cc(OCc2cc(C(=O)O)oc2C)c2c3c(c(=O)oc2c1)CCCC3 | 0.0
O=C1C(=O)c2ccccc2-c2ccccc21 | 94*
CCN(CC)CCNc1ccc(CO)c2sc3ccccc3c(=O)c12 | -4.5
NC(N)=N/N=C/c1c(Cl)cccc1Cl | 1.1

Gathered by group: the entries above with fluorine (3)
SMILES | PAD4 inhibition
O=C(O)c1ccccc1Nc1cccc(C(F)(F)F)c1 | 2.9
O=C(NC1CCCCC1)c1cc2nc(-c3ccco3)cc(C(F)(F)F)n2n1 | 6.6
O=C1C(=O)c2ccccc2C(O)=C1c1ccccc1F | 3.1

Continuation:
SMILES | PAD4 inhibition
Cc1cc(C(C)(C)C)c(O)c(C)c1CC1=NCCN1 | -1.6
CCC(C(=O)Nc1ccc2c(c1)OCCO2)c1ccccc1 (configuration not stated) | 5.8
CN(C(=O)C(Cl)Cl)c1ccc(OC(=O)c2ccco2)cc1 | 4.1
O=C(O)/C=C/c1cnc[nH]1 | -0.6
O=C(NC(Nc1ccccn1)C(Cl)(Cl)Cl)c1ccccc1 (configuration not stated) | 4.6
CN=C1c2cc3cc(OC)ccc3n2CCN1C | 3.0
COc1ccccc1/C=C/C(=O)c1c2c(c(C)[nH]c1=O)CCCC2 | 1.2
CC(C)c1ccccc1OCCNC(=S)NC(=O)c1cccnc1 | 2.9
Cc1c(OCC(=O)NC(Cc2c[nH]c3ccc(O)cc23)C(=O)O)ccc2c3c(c(=O)oc12)CCC3 (configuration not stated) | 1.8
CC(=O)Nc1ccc(OS(=O)(=O)c2c(C)cc(C)cc2C)cc1 | 1.0

Not a retest: 7 of the compounds above.
SMILES | PAD4 inhibition
CCC(C(=O)Nc1ccc2c(c1)OCCO2)c1ccccc1 (configuration not stated) | 5.8
CN(C(=O)C(Cl)Cl)c1ccc(OC(=O)c2ccco2)cc1 | 4.1
O=C(O)/C=C/c1cnc[nH]1 | -0.6
O=C(NC(Nc1ccccn1)C(Cl)(Cl)Cl)c1ccccc1 (configuration not stated) | 4.6
CN=C1c2cc3cc(OC)ccc3n2CCN1C | 3.0
COc1ccccc1/C=C/C(=O)c1c2c(c(C)[nH]c1=O)CCCC2 | 1.2
CC(C)c1ccccc1OCCNC(=S)NC(=O)c1cccnc1 | 2.9

Looked up above.
`CN(C(=O)C(Cl)Cl)c1ccc(OC(=O)c2ccco2)cc1` – PAD4 inhibition: 4.1
`O=C(O)/C=C/c1cnc[nH]1` – PAD4 inhibition: -0.6
`Cc1cc(C(C)(C)C)c(O)c(C)c1CC1=NCCN1` – PAD4 inhibition: -1.6

(list continues)
SMILES | PAD4 inhibition
CCn1c(O)c(/C=C2\C=Nc3ccccc32)sc1=O | 6.2
CC(C)NCC(O)COc1ccc(CC(N)=O)cc1 (configuration not stated) | 5.4
NCCc1ccc(O)c(O)c1 | -2.5
CC1(C)CC(NC(=O)C23CCC(C)(C(=O)C2=O)C3(C)C)CC(C)(C)N1 (configuration not stated) | -7.5
Cc1ccc(/C=N/Nc2nc(C(C)(C)C)cs2)o1 | -4.0
CCC12CN3CC(CC)(CN(C1)C31C(=O)N(C)c3ccc(C)cc31)C2=O (configuration not stated) | 3.1
COc1cc(CC(=O)NCCc2ccc(S(N)(=O)=O)cc2)cc(OC)c1OC | 1.3
CC(=O)O[C@H]1C[C@@]2(C)[C@@H](C[C@@H](O)[C@H]3[C@@]4(C)CC[C@@H](O)[C@@H](C)C4CC[C@@]32C)/C1=C(\CCC=C(C)C)C(=O)O (some centres not stated) | 4.4
N/C(=N\OC(=O)CCCOc1ccc(Cl)cc1Cl)c1ccccn1 | 1.4
CCOc1ccccc1OCCOc1ccc(F)cc1 | 2.4
CCCN1CCC(NC(=O)Nc2ccc(Br)cc2)CC1 | 0.7
CC(=O)N[C@@H](CS)C(=O)O | 7.8
CN(Cc1c(C(=O)N(C)Cc2ccccc2)nc2ccccn12)CC1Cc2ccccc2O1 (configuration not stated) | -2.6
C#C[C@]1(O)CC[C@H]2[C@@H]3CCC4=C(CCC(=O)C4)[C@H]3CC[C@@]21C | 0.2
COc1ccc(OCc2cccc(C(=O)NN)c2)cc1 | 5.1
Cn1nnnc1SCC1=C(C(=O)O)N2C(=O)[C@@H](NC(=O)[C@H](O)c3ccccc3)[C@H]2SC1 | -1.9
COC(=O)c1ccccc1NC(=O)NCc1ccccc1 | -2.0
Cc1ccc(O)c(CCc2ccccc2)n1 | 2.0
CCOC(=O)c1cncn1C(C)c1ccccc1 (configuration not stated) | 1.3
O=C(NCCO)c1ccc2[nH]c3ccccc3c2c1 | -2.7
COc1cc2nc(N3CCN(C(=O)c4ccco4)CC3)nc(N)c2cc1OC | 1.9
COc1ccc(-c2csc(-c3cccnc3)n2)cc1C | -0.8
O=C(NC(=S)Nc1ccc(N2CCN(C(=O)c3ccccc3)CC2)cc1)c1cccs1 | 2.7
CCC(C)NCCOc1ccc(C(C)(C)c2ccccc2)cc1 (configuration not stated) | 2.3
Nc1nc2c(ncn2COC(CO)CO)c(=O)[nH]1 | 0.3
C=C(C)[C@@H]1CC=C(CN2CCC(N3CCC(C(=O)N4CCCC4)CC3)CC2)CC1 | -2.2
COc1cc(C2Nc3ccccc3NC3=C2C(=O)CC(c2ccc(OC)c(OC)c2)C3)ccc1O (configuration not stated) | -5.4
CC(=O)N/C(=C/c1ccc2c(c1)OCO2)C(=O)NCCO | -0.8
COc1cc(/C=C/C(=O)N2CCCC2)cc(OC)c1OC | 0.7
c1ccc2c(c1)CCOC2CNCCCN1CCCCC1 (configuration not stated) | 1.9
CC1(C)C(=O)OC(/C=C\c2ccccc2)C(C)(C)C1=O (configuration not stated) | -4.4
